ST2 IL33 inh: IL1RL1 inhibition; Q01638; AlphaLISA ST2-Fc/biotin-IL-33 interaction, 1 h; inhibition, % for hits at 17 µM; 78,000 compounds, 2.3% hits; AID 1259354; in the data active means inhibition above about 30%; inconclusive means mostly about 10% to 28%
Target sequence (Q01638 whole entry, looked up): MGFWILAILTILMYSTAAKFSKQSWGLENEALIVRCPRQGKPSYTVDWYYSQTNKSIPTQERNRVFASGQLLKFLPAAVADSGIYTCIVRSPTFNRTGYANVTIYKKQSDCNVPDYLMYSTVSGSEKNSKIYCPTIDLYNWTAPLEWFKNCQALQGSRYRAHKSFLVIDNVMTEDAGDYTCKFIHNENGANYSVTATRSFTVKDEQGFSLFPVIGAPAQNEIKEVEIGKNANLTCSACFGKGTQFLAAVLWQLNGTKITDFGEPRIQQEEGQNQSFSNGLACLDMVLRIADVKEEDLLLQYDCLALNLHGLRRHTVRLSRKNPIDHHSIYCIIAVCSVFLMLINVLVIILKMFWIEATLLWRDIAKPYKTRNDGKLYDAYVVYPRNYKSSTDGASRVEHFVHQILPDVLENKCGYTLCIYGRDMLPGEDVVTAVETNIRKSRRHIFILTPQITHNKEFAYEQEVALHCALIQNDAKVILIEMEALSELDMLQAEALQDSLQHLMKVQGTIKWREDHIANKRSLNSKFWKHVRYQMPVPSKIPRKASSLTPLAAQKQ
Numbers without * were called inactive. An excerpt, so the mix of outcomes need not match the whole.

What do the screens show for `Cc1nc(Cl)c2cc(-c3ccccc3)sc2n1`?
ST2 IL33 inh: inactive

What do the screens show for `CCOc1ccc2[nH]cc(C(=O)c3ccccc3)c(=O)c2c1`?
ST2 IL33 inh: inactive

What do the screens show for `Cc1cccc(CCNS(=O)(=O)c2ccc3c(c2)CCN3C(=O)C2CC2)c1`?
ST2 IL33 inh: inactive

What do the screens show for `Cc1ccc(Cl)cc1NC1=CC(=NS(=O)(=O)c2cccs2)c2ccccc2C1=O`?
ST2 IL33 inh: 56.0%*

How did OC1CCCN(CCCn2cnc(-c3ccccc3)c2-c2cc(F)cc(F)c2)C1 (stereo not given) do in these assays?
ST2 IL33 inh: inactive

How did O=C(O)C1Sc2c(sc(=O)n2Cc2ccc(Cl)cc2)C2c3ccccc3OC(=O)C12 (stereo not given) do in these assays?
ST2 IL33 inh: inconclusive

What do the screens show for `Cc1ccc(NS(=O)(=O)c2ccc3c(c2)CCN3C(=O)C2CC2)c(C)c1`?
ST2 IL33 inh: inactive

Results for CCCCCC(O)c1cccc(OCc2ccc3ccccc3n2)c1 (stereo not given) ?
ST2 IL33 inh: inactive

Results for O=C1NN(c2ccc(F)cc2)C(=O)/C1=C\c1cccn1-c1ccc([N+](=O)[O-])cc1 ?
ST2 IL33 inh: 31.0%*

How did O=C(C1CCCCC1)N1CC[C@H](c2nc3ccccc3s2)C1 do in these assays?
ST2 IL33 inh: inactive

Results for CC(C)OC(=O)c1cc2ccccc2oc1=O ?
ST2 IL33 inh: inconclusive

What do the screens show for `O=C(CN1C(=O)/C(=C\c2ccc(Cl)cc2)Sc2ccccc21)NCc1ccco1`?
ST2 IL33 inh: inconclusive

How did Cc1ccc(-n2nc3c(c2NC(=O)Cc2ccccc2)CSC3)c(C)c1 do in these assays?
ST2 IL33 inh: inactive

Results for O=C(Nc1cccc(Cl)c1)c1ccc2c(c1SCCO)C(=O)c1ccccc1C2=O ?
ST2 IL33 inh: inconclusive

How did CC(C)(C)c1cc(CN2CCC3(CCNCC3)C2)[nH]n1 do in these assays?
ST2 IL33 inh: inactive

What do the screens show for `CC(C)Cn1cc(C(=O)NCCc2cccs2)c(=O)c(C(=O)N2CCCCCC2)c1`?
ST2 IL33 inh: inconclusive

How did O=C(NC1CC1)c1ccc2c(c1)N(Cc1ccccc1)C(=O)CS2 do in these assays?
ST2 IL33 inh: inactive

How did COc1ccc(C(=O)N2CCN(C(=O)c3ccco3)CC2)cc1 do in these assays?
ST2 IL33 inh: inactive

How did CN(C)CC(=O)Nc1ccc(Cl)cc1 do in these assays?
ST2 IL33 inh: inactive

What do the screens show for `COc1ccccc1-n1cnc2cc(NS(=O)(=O)c3ccc(Br)cc3)ccc21`?
ST2 IL33 inh: inconclusive

How did COc1ccc(C(=O)Nc2cc(N3CCCS3(=O)=O)ccc2OC)cc1 do in these assays?
ST2 IL33 inh: inactive

How did COc1ccc(OC)c(NC(=O)CN(C2CCCCC2)S(=O)(=O)c2ccc(F)cc2)c1 do in these assays?
ST2 IL33 inh: inconclusive

How did CC(=O)Nc1cc(C(=O)N2CCN(c3ccccn3)CC2)ccc1Sc1ccc(C)cc1 do in these assays?
ST2 IL33 inh: inactive

How did CCOC(=O)c1c(NC(=O)CCCn2nc([N+](=O)[O-])cc2C)sc2c1CCC(C)C2 (stereo not given) do in these assays?
ST2 IL33 inh: inactive

How did COc1ccc(-c2oc3cc(O)c(OC)c(O)c3c(=O)c2OC)cc1 do in these assays?
ST2 IL33 inh: inconclusive

Results for COc1ccc(NC(=O)C2CCC(=O)N2)cc1 (stereo not given) ?
ST2 IL33 inh: inconclusive

What do the screens show for `Cc1ccccc1-n1ncc(C(C)NC(=O)CCn2cccn2)c1C` (stereo not given)?
ST2 IL33 inh: inactive

Results for CCOC(=O)c1ccc(NC(=O)N2Cc3[nH]cnc3C[C@H]2c2nc(-c3ccc(C)cc3)no2)cc1 ?
ST2 IL33 inh: inconclusive

Results for COc1ccccc1N(CC(=O)NCc1ccncc1)S(C)(=O)=O ?
ST2 IL33 inh: inactive

How did O=C(O)c1[nH]c2ccc(Cl)cc2c1CC(=O)N1CCN(c2ccccn2)CC1 do in these assays?
ST2 IL33 inh: inconclusive

What do the screens show for `Cc1ccc(Oc2ccc(-c3nc(N)nc(N)n3)cc2)cc1C`?
ST2 IL33 inh: inactive

Results for Cc1nc(CCn2ccnc2-c2ccnc3ccccc23)sc1C ?
ST2 IL33 inh: inactive

How did CC(=O)c1cc(CN(C)Cc2nncn2C(C)C)cs1 do in these assays?
ST2 IL33 inh: inactive

How did CCn1cc(C(=O)NC2CCCC2)c(=O)c2cc(S(=O)(=O)N3CCCCC3)ccc21 do in these assays?
ST2 IL33 inh: inactive

How did O=C1NC(=Nc2ccc(Br)cc2)SC1Cc1ccccc1 (stereo not given) do in these assays?
ST2 IL33 inh: inactive

What do the screens show for `NC1(C(=O)NCC2CCCN(Cc3cccc4nonc34)C2)CCC1` (stereo not given)?
ST2 IL33 inh: inconclusive

How did COC(=O)[C@@H](NC1CCN(c2ccc(NC(=O)c3cnccn3)cc2)CC1)c1ccccc1 do in these assays?
ST2 IL33 inh: inactive

What do the screens show for `COc1ccccc1C(C)N(C)Cc1nc(CCC(C)C)no1` (stereo not given)?
ST2 IL33 inh: inconclusive

What do the screens show for `O=C(NCC1CCCO1)c1cc2nc(-c3ccco3)cc(C(F)(F)Cl)n2n1` (stereo not given)?
ST2 IL33 inh: inconclusive

How did Cc1ccc(C(=O)N2CCC(C3=CCN(CCO)CC3)CC2)cc1F do in these assays?
ST2 IL33 inh: inconclusive

What do the screens show for `O=C1NC(=Nc2ccccc2)SC1Cc1ccccc1` (stereo not given)?
ST2 IL33 inh: inactive

Results for CC1=C(C(N)=O)C(c2cccc(F)c2)n2nc(SCc3ccccc3Cl)nc2N1 (stereo not given) ?
ST2 IL33 inh: inactive

What do the screens show for `CCC(C)NC(=O)C1CCN(C(=O)c2ccccc2Cl)CC1` (stereo not given)?
ST2 IL33 inh: inactive

Results for O=C(CSc1ccccn1)Nc1ccc(Br)c2cccnc12 ?
ST2 IL33 inh: inactive

How did COc1ccc2c(c1)OC(C)CN(CCNC(=O)c1cc3cc(F)ccc3[nH]1)C2 (stereo not given) do in these assays?
ST2 IL33 inh: inconclusive

What do the screens show for `Cc1ccc(Nc2nc3c(C)cccn3c(=O)c2C=Nc2cccc(Cl)c2)cc1`?
ST2 IL33 inh: inconclusive

Results for COc1ccc(N2CCN(C3CCCN(C(=O)CC4=CCCCC4)C3)CC2)cc1 (stereo not given) ?
ST2 IL33 inh: inactive

Results for CC(C)n1c(=N)c(C(=O)NCc2ccco2)cc2c(=O)n3ccccc3nc21 ?
ST2 IL33 inh: inactive

The closing 4 records of the part above are carried over, then new ones follow:
How did COc1ccc2c(c1)OC(C)CN(CCNC(=O)c1cc3cc(F)ccc3[nH]1)C2 (stereo not given) do in these assays?
ST2 IL33 inh: inconclusive

What do the screens show for `Cc1ccc(Nc2nc3c(C)cccn3c(=O)c2C=Nc2cccc(Cl)c2)cc1`?
ST2 IL33 inh: inconclusive

Results for COc1ccc(N2CCN(C3CCCN(C(=O)CC4=CCCCC4)C3)CC2)cc1 (stereo not given) ?
ST2 IL33 inh: inactive

Results for CC(C)n1c(=N)c(C(=O)NCc2ccco2)cc2c(=O)n3ccccc3nc21 ?
ST2 IL33 inh: inactive

How did COc1ccccc1C1CC(=O)N2CN(c3ccccc3)CSC2=C1C#N (stereo not given) do in these assays?
ST2 IL33 inh: inactive

Results for Cc1oc(-c2cccs2)nc1CN1CCCC(C(=O)NC2CC2)C1 (stereo not given) ?
ST2 IL33 inh: inactive

What do the screens show for `N#Cc1ccccc1NC(=O)COc1ccccc1`?
ST2 IL33 inh: inactive

Results for CC(=O)N1c2ccccc2CC1C(=O)NCCc1ccc(S(N)(=O)=O)cc1 (stereo not given) ?
ST2 IL33 inh: inconclusive

What do the screens show for `O=C(NCCCN1CCOCC1)c1cc(-c2ccc(F)cc2)on1`?
ST2 IL33 inh: inactive

How did O=C(NCc1ccc(Cl)c(Cl)c1)c1cccs1 do in these assays?
ST2 IL33 inh: inactive

Results for O=S(=O)(NC(c1ccccc1)c1ccccc1)c1cccc2nonc12 ?
ST2 IL33 inh: inactive

Results for O=C(CCc1nc2ccccc2[nH]1)N1CCCC2(CCNCC2)CC1 ?
ST2 IL33 inh: inactive

Results for O=C(NC1CCCC1)c1cccn2c(=O)c3c4c(sc3nc12)CCCC4 ?
ST2 IL33 inh: inconclusive

What do the screens show for `COc1cccc(NC(=O)N[C@H]2C[C@@H](C(=O)N[C@H](Cc3ccccc3)C(N)=O)N(C(=O)C=C(C)C)C2)c1`?
ST2 IL33 inh: inactive

How did Cc1cc(NC(=O)C2CCN(c3ccc(-c4ccc(Br)s4)nn3)CC2)no1 do in these assays?
ST2 IL33 inh: inactive

What do the screens show for `CCCc1cc(=O)[nH]c(SCC(=O)Nc2cccc(C(F)(F)F)c2)n1`?
ST2 IL33 inh: inactive

How did COC(=O)CCCn1cnc(-c2ccccc2)c1-c1ccco1 do in these assays?
ST2 IL33 inh: inconclusive

What do the screens show for `Cc1nn(C(=O)c2cccs2)c(C)c1Sc1ccc(Br)cc1`?
ST2 IL33 inh: inactive

What do the screens show for `CCC(NC(=O)c1oc2ccc(C)cc2c1C)c1ccncc1` (stereo not given)?
ST2 IL33 inh: inactive

What do the screens show for `O=C(O)c1cc(C(=O)O)cc(N2C(=O)C3C4c5ccccc5C(c5ccccc54)C3C2=O)c1` (stereo not given)?
ST2 IL33 inh: inactive

What do the screens show for `C[C@]12CCC(=O)C=C1CC[C@@H]1[C@@H]2[C@@H](O)C[C@@]2(C)[C@H]1CC[C@]2(O)C(=O)COC(=O)CCC(=O)O`?
ST2 IL33 inh: inactive

How did O=C(CCc1nc(-c2ccccc2F)no1)Nc1ccccn1 do in these assays?
ST2 IL33 inh: inconclusive

Results for NC(=O)[C@@H]1CCCN1c1ccc(-c2nc(-c3ccccc3F)no2)cn1 ?
ST2 IL33 inh: inactive

What do the screens show for `COc1ccccc1NC(=O)C1CCCN(S(=O)(=O)c2cnc[nH]2)C1` (stereo not given)?
ST2 IL33 inh: inactive

Results for COc1ccc(-n2ncc3c(NCc4ccccc4Cl)ncnc32)cc1 ?
ST2 IL33 inh: inactive

Results for Cc1ccc(S(=O)(=O)NC2=NCN(c3ccc([N+](=O)[O-])cc3)CN2)cc1 ?
ST2 IL33 inh: inactive

What do the screens show for `C1=C(c2ccccc2)Nc2ncnn2C1c1ccccc1` (stereo not given)?
ST2 IL33 inh: inactive

What do the screens show for `CCCCCC1CC(CSc2ncn[nH]2)OC1=O` (stereo not given)?
ST2 IL33 inh: inactive

Structures above that have a cyano group:
How did COc1ccccc1C1CC(=O)N2CN(c3ccccc3)CSC2=C1C#N (stereo not given) do in these assays?
ST2 IL33 inh: inactive

What do the screens show for `N#Cc1ccccc1NC(=O)COc1ccccc1`?
ST2 IL33 inh: inactive

(next part)
Results for O=C(NCCc1nc2cccnc2n1C1CCCCC1)Nc1ccccc1F ?
ST2 IL33 inh: inactive

Results for CC(C)Oc1ccc(C(=O)Nc2c3c(nn2-c2cccc(Cl)c2)CS(=O)C3)cc1 (stereo not given) ?
ST2 IL33 inh: inactive

Results for OCCN1CCN(C2CCN(Cc3ccco3)CC2)CC1 ?
ST2 IL33 inh: inactive

What do the screens show for `CCc1ccccc1N1CC23C=CC(O2)C(C(=O)OCC(C)C)C3C1=O` (stereo not given)?
ST2 IL33 inh: inactive

How did CCOC(=O)N1CCN(C2CCCN(Cc3cccn3-c3nccs3)C2)CC1 (stereo not given) do in these assays?
ST2 IL33 inh: inconclusive

What do the screens show for `CCC1=NC2(CCN(C(=O)C(CC)N3Cc4ccccc4C3=O)CC2)C(=O)N1` (stereo not given)?
ST2 IL33 inh: inconclusive

What do the screens show for `Cc1ccccc1NC(NC(=O)c1cccnc1)C(Cl)(Cl)Cl` (stereo not given)?
ST2 IL33 inh: inactive

Results for CC(=O)C1=C(c2ccccc2)C(=O)c2ccccc2C1=O ?
ST2 IL33 inh: 48.0%*

What do the screens show for `Clc1ccc(CN2CCCCCC2)cc1`?
ST2 IL33 inh: inactive

Results for CC(C)c1ccc(CN2CCCC3(CCN(S(C)(=O)=O)C3)C2)cc1 (stereo not given) ?
ST2 IL33 inh: inactive

Results for CC(=O)Nc1cccc(NCCC(=O)O)c1 ?
ST2 IL33 inh: inactive

How did O=C(NC1CCCC1)c1ccc(N2CCC(NCc3ccc(Cl)s3)CC2)cc1 do in these assays?
ST2 IL33 inh: inconclusive

Fetched one by one from the entries so far:
Results for O=C(NC1CCCC1)c1cccn2c(=O)c3c4c(sc3nc12)CCCC4 ?
ST2 IL33 inh: inconclusive

Results for Cc1ccc(S(=O)(=O)NC2=NCN(c3ccc([N+](=O)[O-])cc3)CN2)cc1 ?
ST2 IL33 inh: inactive

Other results follow.
Results for CCOc1cc(/C=C2/SC(=O)NC2=O)ccc1OCc1ccccc1 ?
ST2 IL33 inh: inactive

What do the screens show for `CCc1ccc(C2N(c3cc(Cl)ccc3OC)C(=O)C3CCCN32)cc1` (stereo not given)?
ST2 IL33 inh: inconclusive

How did CC(=O)c1cccc(N2C(=O)c3ccc(C(=O)c4ccc(C(=O)O)cc4)cc3C2=O)c1 do in these assays?
ST2 IL33 inh: inactive

How did c1ccc(-c2nnc(N3CCOCC3)c3ccccc23)cc1 do in these assays?
ST2 IL33 inh: inactive

How did COc1cccc(N2CC(NC(=O)CC(C)C)CC2=O)c1 (stereo not given) do in these assays?
ST2 IL33 inh: inactive

Results for Cc1cc(C)cc(NC(=O)CC(=O)N(C)C(C)c2ccon2)c1 (stereo not given) ?
ST2 IL33 inh: inactive

How did O=[N+]([O-])c1cccc(C=Nc2ccc(F)cc2)c1O do in these assays?
ST2 IL33 inh: inactive

How did CCNC(=O)C1CCN(Cc2nc(-c3ccccc3OCC)oc2C)C1 (stereo not given) do in these assays?
ST2 IL33 inh: inactive

Results for CSc1nsc(SC)c1NC(=O)N1CCOCC1 ?
ST2 IL33 inh: inactive

How did CCOC(=O)Oc1ccc2c(=O)c(Oc3cc(C)ccc3C)coc2c1 do in these assays?
ST2 IL33 inh: inactive

Results for COc1cc(SC)ccc1C(=O)NCCc1ccccc1 ?
ST2 IL33 inh: inactive

What do the screens show for `OCCNc1nc(F)c(F)c(Oc2ccc(Cl)cc2)c1F`?
ST2 IL33 inh: inactive

How did Cc1ccn2c(C(=O)Nc3cnc4n3CCCC4)nnc2n1 do in these assays?
ST2 IL33 inh: inactive

How did Cc1ccccc1Cn1nc(C)c(NC(=O)c2cc(-c3ccc(F)cc3)on2)c1C do in these assays?
ST2 IL33 inh: inactive

Screening results as filed in PubChem BioAssay.
